Screening data deposited in PubChem by Broad Institute.
FN deposit inh = fibronectin deposition inhibition; AH1F fibroblasts, Alexa488-fibronectin deposition fluorescence, overnight; inhibition, % at 12.6 µM; actives 0.086% (n = 350,000); AID 743247;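 active = mean inhibition across replicates of 30% or more, regardless of how many single replicates reach that level; inconclusive = mean under 30% yet at least half of replicates reach 30%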;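 note: positive control wells lacked labelled fibronectin entirely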
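Schedule: 1 h cell adhesion before compound, then overnight fibronectin incubation; test system: AH1F fibroblast monolayer depositing Alexa488-labelled fibronectin into matrix; quantity: 10000 AH1F cells per well; probe or stimulus: fluorescent fibronectin at 24 nM final; signal: fluorescence, ex 485 nm, em 525 nm; evaluation: percent inhibition as loss of matrix-bound fibronectin fluorescence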
RAD54 branch = inhibitors of human RAD54 branch migration | actives 0.14% (n = 360,000) | AID 602329 | RAD54 Holliday junction branch migration, FAM/BHQ fluorescence | inhibition, % at 10.4 µM | Q92698;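 active = mean normalized replicate activity at least 40 and at least half of replicates scoring 40 or more; inconclusive = only one of the two criteria met; inactive = mean below 40 and under half of replicates reaching 40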;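 note: 0% = median of neutral control wells and 100% = median of positive control wells; inhibitors cause a drop in the FAM fluorescence signal; in these data hits start at about 50%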
E-sel inducer = induces E-selectin expression in human endothelial cells; HUVEC E-selectin immunofluorescence imaging; normalized: neutral wells 0, TNF-alpha wells 100; P16581; activation, % at 7.58 µM; actives 0.37% (n = 260,000);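 active = mean E-selectin-positive cell signal at least 10% of the positive control, reached in at least 60% of replicates, without over 20% cell loss; inconclusive = no rule given, readout overlaps actives, possibly toxicity-flagged; inactive = the rest, including those meeting only one limit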;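 note: in these data hits start at about 27%; measured in HUVEC primary endothelial cells; signal is the percent of cells scored E-selectin positive by PE staining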
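System: HUVEC / Compound: single concentration / Signal: immunofluorescence imaging / Read-out: percent E-selectin-positive cells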
S100A4 inh HTS = blocks human S100A4 binding to myosin IIA peptide; actives 0.14% (n = 360,000); inhibition, % at 10.7 µM; AID 652163; S100A4/TAMRA-MyoIIA peptide fluorescence polarization;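 active = mean inhibition of at least 70% across replicates, with every replicate also reaching that level; inconclusive = mean inhibition reaches 70% but some replicates fall short; inactive = mean inhibition below 70%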
Target sequence (P26447 whole entry, looked up): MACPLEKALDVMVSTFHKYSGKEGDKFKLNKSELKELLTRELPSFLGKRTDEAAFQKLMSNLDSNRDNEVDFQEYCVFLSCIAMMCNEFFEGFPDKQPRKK
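Test system – S100A4 monomer (human) · Compound – single-point compound testing · Schedule – 5 min incubation before reading · Probe or stimulus – TAMRA-labelled myosin IIA heavy-chain peptide probe, 5 nM · Benchmarks – neutral control DMSO, positive control TFP · Medium – Calcium-containing HEPES buffer, pH 7.2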
XiGFP reactiv = activators of X-chromosome reactivation in mouse fibroblasts | activation, % at 7.58 µM | AID 743238 | XiGFP mouse fibroblasts, % GFP-positive cells imaging, 3 d; cells co-treated with 5-aza-dC sensitizer; scaled so ellipticine positive control = 100% | actives 0.055% (n = 360,000);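 active = mean normalized replicate activation at least 10% and every replicate at or above 10%; inconclusive = only one of the two criteria met; inactive = mean below 10% and not all replicates reach 10%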;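 note: 0% = median of on-plate neutral control wells and 100% = ellipticine 6 µM median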
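System: XiGFP fibroblasts, SV40-immortalized. Medium: DMEM plus 5-aza-dC sensitizer. Doses: single point. Timing: 3 d treatment, 15 min room-temperature fixation. Control set: ellipticine 6 µM.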
RAD52 anneal inh = blocks human RAD52 DNA annealing. P43351. recombinant RAD52 DNA annealing, FRET fluorescence. inhibition, % at 18.7 µM. actives 0.46% (n = 360,000);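 active = every replicate showing at least 50% inhibition; inconclusive = mean inhibition at least 50% but not in every replicate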
Target sequence (P43351 whole entry, looked up): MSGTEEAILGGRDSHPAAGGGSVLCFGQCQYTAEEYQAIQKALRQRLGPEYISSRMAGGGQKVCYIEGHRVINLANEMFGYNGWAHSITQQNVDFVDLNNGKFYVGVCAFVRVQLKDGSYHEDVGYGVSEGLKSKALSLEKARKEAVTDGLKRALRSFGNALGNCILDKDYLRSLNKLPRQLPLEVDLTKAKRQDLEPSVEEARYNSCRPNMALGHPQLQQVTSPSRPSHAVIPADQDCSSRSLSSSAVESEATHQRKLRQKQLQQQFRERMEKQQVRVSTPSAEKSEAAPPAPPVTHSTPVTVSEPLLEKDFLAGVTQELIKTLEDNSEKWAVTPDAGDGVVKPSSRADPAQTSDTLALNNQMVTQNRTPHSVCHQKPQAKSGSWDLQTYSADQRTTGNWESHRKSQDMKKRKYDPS
esBAF inh = inhibitors of esBAF chromatin remodeling in mouse ES cells; Bmi1-luciferase knock-in reporter, 24 h; 100% = twice the neutral-well signal; reporter increase, % at 12.5 µM; actives 2% (n = 350,000); in the data active = activation above about 40%; inconclusive = no clear call, values can overlap the other calls;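 note: 0% = median of the plate's neutral control wells and 100% = double that signal; a rise in the Bmi1 reporter signal indicates esBAF inhibition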
EWS-Fli block = EWS/Fli transcriptional activity inhibition; inhibition, % at 12.6 µM; AID 651661; A673 NR0B1-luciferase reporter, viability-normalised; actives 0.67% (n = 350,000);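 active = mean inhibition of at least 50% after viability correction, with every replicate also passing that limit; inconclusive = mean reaches 50% but only one of two replicates passes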;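 note: firefly luciferase signal divided by Alamar Blue viability fluorescence both relative to DMSO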
* marks the source's active call; other numbers are inactive results; ? = inconclusive; . = not tested or not shown; & = joins results of further samples.

Compound	FN deposit inh	RAD54 branch	E-sel inducer	S100A4 inh HTS	XiGFP reactiv	RAD52 anneal inh	esBAF inh	EWS-Fli block
NC(=O)COc1ccc2cc(-c3ccccc3)c(=O)oc2c1	8	-2	.	-13	0.3	-9	-12	.
CC(C)C#Cc1ccc([C@H]2[C@@H](CO)N3C(=O)CN(C(=O)Cc4ccccc4)C[C@H]23)cc1	1	.	0.2	61	0.0	-9	.	-19
CC(C)OCCCn1c(SCC(=O)N2CCc3ccccc32)nc2ccccc2c1=O	-4	.	.	-3	-0.1	-25	.	2
CO[C@@H]1CC[C@H]2CCOc3ccc(C#N)cc3C(=O)N(C)[C@@H](C)C(=O)N(C)C[C@@H]1O2	-6	-3	0.1	.	0.1	-2	4	-13
O=C(/C=C\Nc1ccc(S(=O)(=O)Nc2ncccn2)cc1)c1ccccc1	1	4	0.1	14	0.1	-18	5	-10
CCOc1cc(/C=N/Nc2cc(C)nc3ccc(C)cc23)ccc1O	3	9	1.1	-9	0.0	-7	28	-8
COCC(=O)N1[C@H](C#N)[C@H](c2ccccc2)[C@@H]1CO	3	5	0.1	25	0.6	-12	2	1
CCOC(=O)C1=C[C@@H](C(C)(C)C)N(S(=O)(=O)c2ccc(C)cc2)[C@H]1c1ccccc1Cl	-7	-3	-0.2	-4	0.0	4	2	3
Cc1ccc(S(=O)(=O)NNc2nnc(C)c(=O)[nH]2)cc1	1	.	.	-2	0.0	-11	.	-2
Cc1cccc(OCC(=O)N2CCN(S(C)(=O)=O)CC2)c1	11	.	-0.1	-3	0.0	-7	.	4
COc1ccc(OC)c(NC(=O)Nc2ccc3[nH]ccc3c2)c1	-17	-4	4.6	2	?	-24	5	-1
C[C@H](CO)N1C[C@H](C)[C@H](CN(C)C(=O)Nc2ccc(C(F)(F)F)cc2)Oc2ccc(NS(C)(=O)=O)cc2C1=O	.	-11	-10	7	0.0	9	1	-8
C[C@H](CO)N1C[C@H](C)[C@@H](CN(C)Cc2ccccn2)Oc2cc(-c3cccnc3)ccc2S1(=O)=O	1	-9	-0.2	3	0.6	1	-1	-3
COc1ccc(S(=O)(=O)N(C)C[C@H]2Oc3cc(C4=CCCC4)ccc3S(=O)(=O)N([C@H](C)CO)C[C@H]2C)cc1	-5	15	0.6	0	-0.9	4	6	23
COc1ccc(N2C(=O)C(CC(=O)Nc3ccccc3)N(Cc3ccc(OC)c(OC)c3)C2=O)cc1 (stereo not given)	-2	0	.	-12	0.1	-1	16	-3
COc1cccc(S(=O)(=O)N(C)C[C@@H]2OCc3ccccc3-c3ccccc3C(=O)N([C@@H](C)CO)C[C@@H]2C)c1	-11	-1	2.2	5	0.2	1	1	0
Cc1ccc(-n2c(C)cc(C(=O)CN3CCOCC3)c2C)cc1C	0	.	0.6	-5	0.3	-25	.	-18
C[C@H](CO)N1C[C@H](C)[C@H](CN(C)S(=O)(=O)c2ccc(Cl)cc2)OCCCC[C@H](C)Oc2ccc(NC(=O)C3CCCCC3)cc2C1=O	-2	4	0.3	3	0.1	8	2	24
COc1ccccc1-n1c(C)cc(/C=C2/C(=N)N3C(=NC2=O)SN=C3S(C)(=O)=O)c1C	12	.	0.2	1	0.1	-39	.	-13
CCc1ccccc1NC(=O)c1ccc(OCc2c(C)noc2C)cc1	5	-7	-0.3	1	-0.1	-29	-4	0
COc1ccc(NC(=O)c2ccccc2NC(=O)c2ccco2)cc1	0	.	.	-1	-0.1	4	7	-34
CCSCc1nnc(SCC(=O)Nc2cc(F)ccc2C)n1C	.	-1	-0.6	-1	0.0	-2	-4	2
COc1ccc(NC(=O)N2CC(=O)N3[C@H](CO)[C@@H](c4ccc(C5=CCCC5)cc4)[C@H]3C2)cc1	.	.	0.8	-7	0.4	-18	.	0
CC(C)NC(=O)N(C)C[C@@H]1Oc2cc(C#CCN(C)C)ccc2S(=O)(=O)N([C@@H](C)CO)C[C@H]1C	-2	-12	0.9	4	-0.5	-12	0	5
COCCN1C(=O)/C(=C/c2ccc(N3CCCC3)cc2C)SC1=S	-15	.	1.0	-56	0.4	-320	.	-63
O=C(CCN1CCCCC1)NCC[C@@H]1CC[C@H](NC(=O)c2ccc(F)cc2)[C@H](CO)O1	-7	-3	-0.2	4	0.3	10	-3	-4
CCCN1[C@@H]2Cn3c(ccc(/C=C/c4ccccc4)c3=O)[C@H]1[C@@H](C(=O)NCc1ccccn1)[C@@H]2CO	.	0	0.0	-4	0.4	-11	6	0
O=C(Cc1ccccn1)N1CC2(C1)[C@@H](c1ccccc1)[C@H](CO)N2C(=O)c1ccncc1	-6	.	-0.2	2	0.2	-248	.	8
C=CCn1c(NS(=O)(=O)c2ccccc2)c(S(=O)(=O)c2ccc(C)cc2)c2nc3ccccc3nc21	0	-5	0.7	-6	0.0	-13	-5	-5
N#Cc1cccc(-c2ccc(C3[C@H]4CNC[C@@H]3N4Cc3cc(-c4ccccc4)on3)cc2)c1 (stereo not given in full)	-2&-7	.	-0.1&-0.1	2&1	0.0&0.1	63*	.	30&9
C[C@@H]1CN([C@H](C)CO)C(=O)c2cc(NC(=O)c3ccccc3)ccc2O[C@@H](C)CCCCO[C@@H]1CN(C)Cc1ccncc1	.	.	0.0	.	0.0	.	-1	-9
COC(=O)c1ccc(NS(=O)(=O)c2c(C)nc3sccn3c2=O)cc1	0	-2	0.3	2	0.0	-13	5	0
CS(=O)(=O)N1CCC(C(=O)Nc2ccc(Cl)cc2Cl)CC1	0	2	-0.1	1	0.0	3	8	0
CC1OC(OC2C(CO)OC(OC3C(CO)OC(O)C(O)C3O)C(O)C2O)C(O)C(O)C1N[C@@H]1C=C(CO)[C@@H](O)C(O)[C@H]1O (stereo not given in full)	-9	12	0.0	-1	0.1	-8	7	-4
C[C@H]1CCCCO[C@H](CN(C)Cc2ccncc2)[C@@H](C)CN([C@@H](C)CO)C(=O)c2cc(NC(=O)Nc3ccc(C(F)(F)F)cc3)ccc2O1	.	-7	0.3	12	0.4	57*	2	9
CCOC(=O)NC(C(Cl)(Cl)Cl)S(=O)(=O)c1ccccc1 (stereo not given)	0	.	-0.3	-1	0.0	-2	.	25
Cc1ccc(-c2nc3ccc(Cl)cn3c2Cc2cccc(Cl)c2)cc1	-6	2	.	-5	0.5	-24	50*	-75
O=C(c1ccc(S(=O)(=O)N2CCOCC2)cc1)N(c1cccc(Cl)c1)C1C=CS(=O)(=O)C1 (stereo not given)	4	3	.	-4	0.3	-7	-4	-1
Cc1cc(C)cc(-n2cccc2/C=C2/C(=N)N3C(=NC2=O)SN=C3S(C)(=O)=O)c1	.	.	.	-12	0.0	-65	.	-67
CC(c1ccccc1)n1c(CCCO)nc2ccccc21 (stereo not given)	1	-2	.	0	0.0	-12	1	-3
CNS(=O)(=O)c1cn(CC(=O)NCc2ccc(F)cc2)cc1S(=O)(=O)NC	1	-2	-0.1	-1	0.4	-9	2	-4
CCCN(C(=O)COC(=O)CCOc1ccc(C)cc1)c1c(N)n(Cc2ccccc2)c(=O)[nH]c1=O	-5	1	-2.7	-4	-0.1	-5	2	-5
C[C@@H]1CN([C@H](C)CO)C(=O)c2cc(C#Cc3ccc(F)cc3)cnc2O[C@H]1CN(C)Cc1ccccn1	.	2	-0.1	0	-1.3	4	3	0
N/C(Cc1ccc(Cl)cc1Cl)=N\OC(=O)c1ccccc1F	.	.	.	-2	0.3	-19	.	-19
Cc1nn(C)cc1NC(=O)C[C@@H]1CC[C@@H]2[C@@H](COc3ccc(NC(=O)c4cccc(F)c4)cc3C(=O)N2C)O1	-1	3	-0.2	5	0.0	0	1	1
COc1nc(Nc2ccc([N+](=O)[O-])cc2)nc(NC(C)C)n1	7	-4	.	17	-0.1	-6	.	0
O=C(Nc1ccc2c(c1)OCCO2)C(c1cc2ccccc2o1)N1CCC(Cc2ccccc2)CC1 (stereo not given)	-5	-1	-1.4	-5	0.0	-24	-16	-34
C[C@H](CO)N1C[C@H](C)[C@H](CN(C)CC2CCCC2)Oc2ncc(C#Cc3ccccn3)cc2C1=O	-2	.	-2.3	.	-1.5	.	-10	3
O=C(NCC(c1ccco1)N1CCN(c2ccc(F)cc2)CC1)c1ccc2c(c1)OCO2 (stereo not given)	-10	12	.	1	0.1	-17	-3	6
CCCc1nc2c(C)cc(Br)cn2c1Cc1ccccc1C(F)(F)F	-3	3	0.1	0	.	-22	-8	19
O=C(C[C@H]1C[C@H]2c3cc(NC(=O)CC4CC4)ccc3O[C@H]2[C@@H](CO)O1)NCc1ccccc1F	5	6	?	-1	0.3	-2	-1	-12
CCn1c(C)nc2cc(C(=O)NNC(=O)Nc3cccc(Cl)c3)ccc21	-2	.	.	-36	0.2	-5	.	-3
O=C(COC(=O)c1cccs1)NC1CCCC1	2	-13	0.2	-3	0.2	-9	2	-7
C[C@H](CO)N1C[C@H](C)[C@H](CN(C)C(=O)Nc2ccc3c(c2)OCCO3)OCc2cnnn2CCCC1=O	8&4	-12&3	0.0	-1&62	-0.2&0.2	3&8	2&16	-29&-34
C/C=C/c1ccc([C@H]2[C@@H](CO)N(CC3CC3)[C@@H]2CNC(=O)NC(C)C)cc1	15	.	0.1	12	-0.1	15	.	.

Outcome played no part in choosing rows (roughly 3% active in at least one column).
